IMP-1 inh – blocks Pseudomonas aeruginosa IMP-1 metallo-beta-lactamase. purified IMP-1, nitrocefin hydrolysis, epi-absorbance fluorescence. inhibition, % at 5.6 µM. 290,000 compounds, 0.45% hits;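 active = inhibition above the mean plus 3 SD of all compounds in the same screening run, cut at about 4.5% in these data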;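 also: 0% = IMP-1 with DMSO and 100% = DMSO wells lacking enzyme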
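Assay system: purified IMP-1; Quantity: IMP-1 0.2 nM before substrate addition; Medium: HEPES buffer pH 7.1 with ZnSO4 and Brij 35; Incubation: 15 min enzyme–compound preincubation, then 25 min nitrocefin reaction, 25 °C; Signal: fluorescence quenching readout, ex 480/em 530 nm; Controls: DMSO with and without IMP-1; Repeats: singlicate testing.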
p-CIP stab down – lowers stability of the mouse p/CIP coactivator protein; Q05BA5; F442A p/CIP-EGFP cells, EGFP fluorescence, 16 h; decrease of EGFP signal, % at 10 µM; 290,000 compounds, 0.01% hits;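 active = EGFP signal decrease of at least 30% at 10 µM or well 3 SD below plate mean, unless failing retest; inactive = the rest, including hits failing retest or dose response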; also: some compounds called inactive have numbers as strong as hits; many of its hits are not listed in these tables
NS3 helicase inh – HCV NS3 helicase inhibition; inhibition, % at 10.9 µM; 290,000 compounds, 0.56% hits; NS3 helicase DNA unwinding, Cy5 molecular beacon fluorescence;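 active = inhibition above the mean of all tested compounds plus 3 SD, set per campaign, cut at about 35% in these data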;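 also: 0% = DMSO wells and 100% = thioflavine S control wells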
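Assay system: hepatitis C virus NS3 helicase domain fragment enzyme. Also added: annealed dual-labelled DNA beacon duplex, ATP-started. Timing: 1 h reaction at 25 °C, ATP-initiated. Technique: Cy5 fluorescence at 0 and 60 min, beacon hairpin quenching. Evaluation: % inhibition of unwinding. Replication: one well per compound.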
SUMO HTRF inh – SUMOylation inhibition. HTRF SUMOylation assay, SAE1/SAE2 + UBC9, in vitro. inhibition, % at 35 µM. 290,000 compounds, 0.36% hits; in the data active = inhibition above about 50%, passing the limit was not always enough; also: strong numbers were not always called active
PfM18AAP inh – blocks P. falciparum M18 aspartyl aminopeptidase; recombinant PfM18AAP, H-Glu-NHMec fluorogenic cleavage; inhibition, % at 7.35 µM; 290,000 compounds, 1.2% hits; AID 1822;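 active = inhibition above the campaign mean inhibition over all tested compounds plus 3 SD, cut at about 28% in these data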;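 also: 0% = plate median of test compound wells and 100% = 2 mM ZnCl2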
IDE inh – cellular human IDE inhibition; 320,000 compounds, 0.41% hits; inhibition, % at 5.59 µM; HEK cells, FAbetaB cleavage, fluorescence polarization; AID 434962;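 active = percent inhibition above the average of all tested compounds plus 3 SD, set per screening campaign, cut at about 16% in these data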;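 also: IDE supplied by intact live HEK cells; FP after avidin binding of uncleaved biotin substrate so inhibition keeps polarization high; 0% = DMSO wells and 100% = 60 µM reference IDE inhibitor Ii1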
Target sequence (P14735 whole entry, looked up): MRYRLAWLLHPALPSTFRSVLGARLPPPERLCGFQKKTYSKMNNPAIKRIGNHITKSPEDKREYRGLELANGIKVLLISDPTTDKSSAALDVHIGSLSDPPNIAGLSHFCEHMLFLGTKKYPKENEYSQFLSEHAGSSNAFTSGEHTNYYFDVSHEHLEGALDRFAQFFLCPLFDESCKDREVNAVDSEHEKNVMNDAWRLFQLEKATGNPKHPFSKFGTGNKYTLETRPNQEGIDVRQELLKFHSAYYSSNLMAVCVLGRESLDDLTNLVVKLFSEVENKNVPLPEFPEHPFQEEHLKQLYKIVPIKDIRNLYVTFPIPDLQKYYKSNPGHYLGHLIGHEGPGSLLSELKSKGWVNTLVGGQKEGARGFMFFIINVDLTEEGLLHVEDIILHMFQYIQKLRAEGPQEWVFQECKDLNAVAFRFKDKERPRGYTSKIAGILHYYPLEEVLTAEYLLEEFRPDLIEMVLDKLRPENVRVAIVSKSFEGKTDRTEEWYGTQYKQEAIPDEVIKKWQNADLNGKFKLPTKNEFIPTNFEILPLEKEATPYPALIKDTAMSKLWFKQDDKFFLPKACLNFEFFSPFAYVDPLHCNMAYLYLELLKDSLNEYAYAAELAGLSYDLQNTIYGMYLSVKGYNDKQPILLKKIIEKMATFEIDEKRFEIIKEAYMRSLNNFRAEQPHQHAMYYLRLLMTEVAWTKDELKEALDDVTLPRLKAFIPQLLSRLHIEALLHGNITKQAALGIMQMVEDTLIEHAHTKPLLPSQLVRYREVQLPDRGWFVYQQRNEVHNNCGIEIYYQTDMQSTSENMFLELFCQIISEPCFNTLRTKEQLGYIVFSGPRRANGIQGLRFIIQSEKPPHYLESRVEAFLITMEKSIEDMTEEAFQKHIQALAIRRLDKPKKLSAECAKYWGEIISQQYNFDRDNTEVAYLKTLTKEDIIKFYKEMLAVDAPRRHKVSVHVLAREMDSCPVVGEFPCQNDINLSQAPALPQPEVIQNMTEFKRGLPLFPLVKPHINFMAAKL
IDE act – IDE (human) activation, cell-based; activation, % at 5.96 µM; P14735; HEK cells, FAbeta-B cleavage, fluorescence polarization; 0% vehicle, 100% cell-free pure enzyme wells; 340,000 compounds, 0.073% hits;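 active = activation above the mean of all tested compounds plus 3 SD, set per screening campaign, cut at about 17% in these data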
FID counter – displaces DNA intercalator in HCV helicase counter-screen; DNA fluorescent intercalator displacement, fluorescence; inhibition, % at 7.9 µM; 290,000 compounds, 0.17% hits; AID 1845; in the data active = inhibition above about 37%;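 also: 0% = vehicle and 100% = reference compound; higher means more ethidium bromide displaced from hairpin DNA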
VIM-2 inh – blocks Pseudomonas aeruginosa VIM-2 metallo-beta-lactamase; purified VIM-2, nitrocefin hydrolysis, epi-absorbance fluorescence; 290,000 compounds, 0.89% hits; inhibition, % at 5.6 µM;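 active = inhibition above the mean of all tested compounds plus 3 SD, cutoff set per screening run, cut at about 7.5% in these data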;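 also: red hydrolysis product quenches plate fluorescence so inhibitors raise well fluorescence; 0% = enzyme with DMSO and 100% = DMSO without enzyme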
Active calls of the source: *; · = no result given.

Sample of the layout (two entries):
SMILES	IMP-1 inh	p-CIP stab down	NS3 helicase inh	SUMO HTRF inh	PfM18AAP inh	IDE inh	IDE act	FID counter	VIM-2 inh
Cc1oc(-c2ccc(Cl)cc2)[n+]([O-])c1C	-5.2	4	11	14	-2	4	5	-2	-5.3
COc1cccc(CNn2cn[nH]c2=S)c1OCc1ccccc1	-0.5	-3	-3	14	22	2	3	-20	-1.0

Main list, repeating the preview:
SMILES	IMP-1 inh	p-CIP stab down	NS3 helicase inh	SUMO HTRF inh	PfM18AAP inh	IDE inh	IDE act	FID counter	VIM-2 inh
Cc1oc(-c2ccc(Cl)cc2)[n+]([O-])c1C	-5.2	4	11	14	-2	4	5	-2	-5.3
COc1cccc(CNn2cn[nH]c2=S)c1OCc1ccccc1	-0.5	-3	-3	14	22	2	3	-20	-1.0
CCOC(=O)N1CCN(S(=O)(=O)c2cc(-c3nn4c(C)nnc4c4ccccc34)ccc2C)CC1	-1.4	-12	1	19	0	0	-1	-4	0.6
Cc1[nH][nH]c(=O)c1C(c1c(C)[nH][nH]c1=O)c1cn(Cc2ccc(Cl)c(Cl)c2)c2ccccc12	-3.2	-4	-12	42	17	6	0	-10	4.0
COc1ccccc1C(=O)NNC(=O)C(=O)NC(C)(C)C	-3.1	-4	4	8	8	9	8	-2	-3.6
CCCN=C1NC(=O)C(CC(=O)NCCc2ccc(OC)c(OC)c2)S1 (configuration not stated)	-0.3	-6	5	-7	-21	1	-1	-4	0.5
CC(=O)c1ccc(NC(=O)CSc2nc(Nc3ccccc3)nc(N3CCOCC3)n2)cc1	-0.5	-10	-21	2	-1	3	1	-28	-0.5
COc1ccc(-n2nc(C(=O)O)c3ccccc3c2=O)cc1	-2.3	8	-9	16	5	0	4	2	-0.5
Cc1csc2nc(CSc3ccc(Cl)cc3)cn12	-3.0	-19	7	10	3	-5	2	-1	-4.5
COc1ccc(N2Cc3cccc(C(=O)N4CCN(C(=O)c5ccco5)CC4)c3C2=O)cc1	-1.0	-3	6	6	3	1	4	-20	0.0
N#CCCn1nc(-c2ccc(Cl)cc2)cc1Nc1ccccc1NC(=O)C(F)(F)F	-2.3	-8	-20	-20	-3	1	-2	-5	1.5
COc1ccc(NS(=O)(=O)c2cc(NC(=O)c3cnc(C)cn3)ccc2N2CCCCC2)cc1	-2.6	-2	-2	-6	-4	-3	2	-11	-0.9
Cc1cc(C(=O)N/N=C\C(Br)=C\c2ccccc2)c(C)o1	-0.1	9	-10	14	6	-3	·	-6	-3.4
OC(c1cccc(Cl)c1)c1nccc2ccccc12 (configuration not stated)	-5.0	2	-13	1	0	0	4	-5	0.6
C=CCNCCOCCOc1ccccc1-c1ccccc1	-3.3	5	-8	-3	-1	2	3	15	-2.7
COc1cc2c(cc1OC)-c1cc(NC3CCCCCC3)nc(=O)n1CC2	0.3	2	-11	-4	2	-5	5	-19	0.8
COCC(=O)N1CCC(Oc2ccc(C(=O)NCc3cc(C(C)C)no3)cc2)CC1	-3.0	-12	11	12	-8	5	-1	-21	-4.0
CCCN(CCC)CCCNc1ccc(C(=O)Nc2cccc(OC)c2)cc1[N+](=O)[O-]	-2.4	6	-15	24	-3	2	-6	33	-1.7
COc1nccc(C(F)(F)F)c1C(=O)NC(=O)Nc1ccccc1	-3.0	-4	0	-4	7	3	9	-14	-3.8
CCCCNc1nc2ccccc2nc1Cl	-2.4	-4	0	11	-6	3	2	1	-1.6
COc1ccc2c(CC(=O)OCC(=O)NC(N)=O)coc2c1	-1.6	-3	-1	12	-12	-4	4	-2	-1.8
O=C(OCn1nnc2ccccc2c1=O)C12CC3CC(CC(O)(C3)C1)C2	-2.5	-16	-2	15	2	1	5	-7	-0.1
COc1cc(C)nc(Oc2ccc(OCCOc3ccc(C)cc3)nn2)n1	-2.2	-19	-9	1	4	1	-2	-29	-3.2
Cc1ccccc1OC(=O)C1C(c2ccccc2)C(C(=O)O)C1c1ccccc1 (configuration not stated)	0.9	2	23	2	3	-3	1	-25	-1.2
COC(=O)c1cc(Br)c(=O)n(-c2nccs2)c1	-3.6	1	-3	-10	-1	6	-6	0	-1.0
O=c1c([N+](=O)[O-])c[nH]c2ccccc12	-2.7	5	-5	6	-5	3	-1	-3	-0.4
Cc1cc(C(C)(C)C)cc(C)c1S(=O)(=O)N1CC(=O)Nc2ccccc21	-3.5	-4	1	5	5	-4	9	-31	-3.1
CC(C)c1csc(CN2CCN(Cc3ccccc3)C(CCO)C2)n1 (configuration not stated)	-1.6	-8	-3	2	1	3	2	-9	-0.9
COc1ccc(OC(C)C(=O)Nc2ccccc2F)cc1 (configuration not stated)	-2.7	-8	7	2	3	3	-4	-8	-1.4
CC1CCN(C(=O)C2CCN(C(=O)c3cc4sccc4n3Cc3ccc(F)cc3)CC2)CC1	-2.4	-8	-17	5	-9	-1	4	-43	-2.3

(cont.)
SMILES	IMP-1 inh	p-CIP stab down	NS3 helicase inh	SUMO HTRF inh	PfM18AAP inh	IDE inh	IDE act	FID counter	VIM-2 inh
O=C(NCC1CCOCC1)c1cc(COc2ccc(F)cc2F)on1	-2.8	8	8	-19	0	8	4	-19	-0.4
O=C(NCC(c1cccnc1)N1CCN(c2ccccc2F)CC1)c1cccc(Cl)c1 (configuration not stated)	0.9	-12	1	5	0	-3	4	-22	-0.1
Cc1ccc(C(=O)COC(=O)c2cn3ccccc3n2)cc1	-0.9	9	5	8	-3	-1	4	-5	-2.8
COc1ccccc1CNC(=O)CCN1C(=O)c2ccccc2C1=O	-1.2	-14	13	12	-3	-2	-3	-9	1.4
COc1cccc(CN2CCNC(=O)C2CC(=O)N(Cc2cnn(C)c2)C(C)C)c1 (configuration not stated)	-1.6	-9	1	0	-9	3	-8	-15	-3.1
O=C(CSc1n[nH]c(-c2cccs2)n1)NC1CCS(=O)(=O)C1 (configuration not stated)	-0.9	7	1	-1	0	0	2	0	-3.1
O=C(O)c1ccc(CN2CCOCC2)o1	-1.4	-15	-5	-2	-14	-3	4	1	0.4
CCOCCCNC(=O)C1CCN(S(=O)(=O)c2c(C)noc2/C=C\c2ccc(OC)cc2)CC1	-5.7	·	-7	·	-4	4	2	-7	-3.8
CC(NC(=O)c1cc(=O)[nH]c2ccccc12)c1ccccc1 (configuration not stated)	-1.8	-6	7	9	-12	0	0	-2	-0.4
Cc1ccc(S(=O)(=O)N2CCOCC2)cc1NC(=O)CSc1n[nH]c(N)n1	-1.1	-3	-13	-4	-1	2	5	1	-1.3
Cc1nnc(N2CCCCC2)c2ccccc12	-1.1	9	1	11	0	-1	1	-1	-1.3
Cc1cc(=O)[nH]c(N2CCN(C(=O)c3ccco3)CC2)n1	-3.3	11	5	8	1	5	-1	0	-3.0
COc1cc2c(cc1OC)C(c1cc3cc(OC)c(OC)cc3[nH]c1=O)N(C(=O)C1CC1)CC2 (configuration not stated)	3.2	-13	-10	8	16	2	-3	-35	-0.6
COc1cc(/C=N/NC(=O)C(C)Nc2n[nH]c(=O)[nH]c2=O)ccc1O (configuration not stated)	-1.7	-5	1	5	9	3	0	7	-1.7
COc1cccc(OCC(O)CN2C(C)CCCC2C)c1 (configuration not stated)	2.4	-7	2	-4	8	1	4	0	-0.7
COc1ccc(CCNC(=O)C/C(C)=N/NC(=O)C(c2ccccc2)c2ccccc2)cc1OC	-4.4	-17	2	6	3	-4	1	-25	-1.7
O=C(NCC1CCCO1)c1ccc(CS(=O)(=O)c2c(Cl)cccc2Cl)o1 (configuration not stated)	-3.8	-2	-2	12	1	-3	-2	-9	0.0
CC1C(=O)N2CCCc3cc(S(=O)(=O)N(C)c4ccccc4)cc1c32 (configuration not stated)	-0.5	3	13	·	2	2	8	-24	1.2
O=C(Nc1nnc(-c2ccccn2)o1)c1ccc(Br)cc1	-3.9	3	6	-8	2	-3	-5	-10	-5.2
CCOc1ccc(C(=O)C(CCC(CN(C)C)C(=O)c2ccc(OCC)cc2)CN(C)C)cc1 (configuration not stated)	-4.8	7	-65	-1	-6	·	3	14	-1.9
CCCCCCNS(=O)(=O)c1ccc(OC)c(OC)c1	-3.2	-4	7	22	4	9	4	-11	-2.4
O=C(N/N=C(\Cc1ncc[nH]1)c1ccccc1)c1cccnc1	-2.1	-7	-10	5	10	0	5	-3	-2.2
CCOc1ccc(C(=O)N2CCC(C(=O)c3ccc4c(c3)OCCO4)CC2)cc1	-0.9	-2	-4	4	0	3	4	-25	-3.6
Cn1c(=O)c2sccc2n2c(CCCC(=O)NCc3ccco3)nnc12	-1.2	-4	1	22	0	-1	6	-5	1.7
CN1CCc2cc(Cl)c(O)cc2[C@@H](c2ccccc2)C1	1.6	-4	-9	16	4	5	4	1	1.2
CC(=O)c1c(N2CCN(C)CC2)[nH]c(-c2ccccc2)nc1=S	-1.1	-2	-16	-11	6	3	-4	2	-2.3
CN1CCN(CC#CCC(O)(c2ccccc2)C2CCCC2)CC1 (configuration not stated)	-4.7	-8	-33	-2	4	0	8	12	2.7
Cc1ccccc1CN1CCNC(=O)C1CC(=O)NCCN1CCCCC1=O (configuration not stated)	0.6	6	2	5	-1	-1	4	-12	-1.6
Cc1ccc(Sc2ccc([N+](=O)[O-])cc2[N+](=O)[O-])nc1	-5.3	-2	-1	6	5	0	-1	5	-1.7
O=C(c1cccc(C(F)(F)F)c1)C1CCCN(Cc2ccc(OCCO)cc2)C1 (configuration not stated)	-1.5	-2	-7	-4	-1	7	3	19	-1.8

(next part)
SMILES	IMP-1 inh	p-CIP stab down	NS3 helicase inh	SUMO HTRF inh	PfM18AAP inh	IDE inh	IDE act	FID counter	VIM-2 inh
C=CCOc1nc2c(c(=O)n(Cc3ccc(Cl)cc3)c(=O)n2C)n1C	-3.2	-3	8	16	-1	1	3	-3	-0.8
Cc1ccc(-c2nc(CN(Cc3c(C)nn(C)c3C)C(C)C)c(C)o2)o1	-2.6	0	9	-3	-12	5	-7	-2	-2.0
CC(Oc1ccc(Br)cc1)C(=O)Nc1ccc(S(=O)(=O)Nc2nccs2)cc1 (configuration not stated)	-1.8	12	12	14	6	3	4	-37	-2.6
CN(C)C(=O)N1CCN(c2nc(-c3ccccc3)cs2)CC1	-2.9	-1	3	-1	9	4	-1	-28	-3.4
O=C(Nc1cccc(-c2cn3cccnc3n2)c1)c1cccs1	-3.6	3	-3	24	-1	1	-4	-4	-1.1
COc1ccc(-c2csc(NC(=O)c3ccccc3NS(=O)(=O)c3ccc(F)c(F)c3)n2)cc1	1.6	-4	5	67*	4	-5	2	14	0.8
CCN1CCN(C(c2cccs2)C(C)NC(=S)Nc2cccc(C)c2C)CC1 (configuration not stated)	-1.6	-11	-4	-7	2	-4	4	2	-2.0

Full records, looked up by structure. Order of values: IMP-1 inh	p-CIP stab down	NS3 helicase inh	SUMO HTRF inh	PfM18AAP inh	IDE inh	IDE act	FID counter	VIM-2 inh
Profile of CC(Oc1ccc(Br)cc1)C(=O)Nc1ccc(S(=O)(=O)Nc2nccs2)cc1 (configuration not stated) → -1.8	12	12	14	6	3	4	-37	-2.6
Profile of COc1ccc(-c2csc(NC(=O)c3ccccc3NS(=O)(=O)c3ccc(F)c(F)c3)n2)cc1 → 1.6	-4	5	67*	4	-5	2	14	0.8

Screening data as filed in PubChem BioAssay.
